eIF4E 4G PPI – eIF4E–eIF4G protein interaction inhibitors, primary screen, biochemical, uHTS, TR-FRET, eIF4GI fragment | Eukaryotic translation initiation factor 4E (Mus musculus) + Eukaryotic translation … | TR-FRET eIF4E-eIF4GI(517-606) binding, 2 h | inhibition, % at 21.7 µM | 220,000 compounds, 0.37% hits;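 active = inhibition above about 30%, limit read from the data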;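 also: 0% = full FRET control wells and 100% = background wells lacking eIF4GI fragment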
S1P4 antagonist – S1P4 receptor antagonists, primary screen, cell-based. 220,000 compounds, 0.26% hits. inhibition, % at 4.98 µM. S1P4-expressing cells, antagonist mode, reporter read-out. Sphingosine 1-phosphate receptor 4 (Homo sapiens), O95977; in the data active = inhibition above about 29%;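 also: 0% = wells stimulated with agonist and 100% = vehicle wells without agonist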
NPY Y1 blocker – NPY-Y1 receptor antagonists, primary screen, cell-based | Neuropeptide Y receptor type 1 (Homo sapiens), P25929 | HEK293-CNG Y1 cells, membrane potential fluorescence; NPY at EC95, then isoproterenol | inhibition, % at 3.6 µM | 200,000 compounds, 1% hits;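 active = inhibition above the campaign mean inhibition of all tested compounds plus 3 SD, cut at about 20% in these data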;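 also: 0% = DMSO wells given NPY plus isoproterenol and 100% = isoproterenol alone without NPY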
Target sequence (P25929 whole entry, looked up): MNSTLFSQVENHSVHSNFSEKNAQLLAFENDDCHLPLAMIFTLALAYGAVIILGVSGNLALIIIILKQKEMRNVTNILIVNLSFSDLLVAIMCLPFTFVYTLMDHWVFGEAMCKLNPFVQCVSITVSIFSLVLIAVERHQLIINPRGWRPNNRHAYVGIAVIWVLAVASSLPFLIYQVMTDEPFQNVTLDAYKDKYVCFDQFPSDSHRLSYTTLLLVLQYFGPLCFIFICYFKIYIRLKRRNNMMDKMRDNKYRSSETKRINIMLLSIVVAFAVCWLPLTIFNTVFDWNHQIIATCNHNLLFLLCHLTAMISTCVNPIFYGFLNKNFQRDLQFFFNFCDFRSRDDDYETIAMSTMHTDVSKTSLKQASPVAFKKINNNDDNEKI
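Assay system: HEK293 Y1/CNG channel cell line; Doses: single compound dose of 3.6 µM, 0.4% DMSO; Timing: dye 3 h, compound 60 min room temperature, stimulation 45 min; Technique: Membrane-potential fluorescent dye readout; Measure: % inhibition of NPY effect.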
NPY-Y1 PAM-ag – NPY-Y1 receptor potentiators or agonists, primary screen, cell-based | activation, % at 3.6 µM | AID 1304, 2008 | Neuropeptide Y receptor type 1 (Homo sapiens), P25929 | 220,000 compounds, 0.37% hits | NPY-Y1 expressing cells, potentiator/agonist activation; in the data active = activation above about 33%, passing the limit was not always enough;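 also: cells stimulated with NPY at EC10 then isoproterenol at EC100; 0% = low agonist plus stimulus and 100% = saturating agonist plus stimulus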
PGE2 EP2 inh – human EP2 receptor antagonists, primary screen, TR-FRET cAMP, C6 glioma cells; Prostaglandin E2 receptor EP2 subtype (Homo sapiens), P43116; 260,000 compounds, 0.52% hits; C6 glioma cells expressing human EP2; cells stimulated with saturating PGE2; inhibition, % at 25 µM;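 active = percent inhibition above 40 after rounding to a whole number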;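 also: rat C6 glioma host cells with rolipram phosphodiesterase inhibitor present; the protocol text gives 20 µM as final concentration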
p97 inhibitor – inhibitors of human p97 ATPase, primary screen, biochemical; Transitional endoplasmic reticulum ATPase (Homo sapiens), P55072; recombinant p97 ATPase, Kinase-Glo ATP luminescence, 3 h; inhibition, % at 8 µM; 220,000 compounds, 0.42% hits; AID 1481, 2009; in the data active = inhibition above about 15%;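 also: 0% = DMSO vehicle and 100% = wells lacking enzyme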
S1P4 agonist – S1P4 receptor agonists, primary screen, cell-based; 220,000 compounds, 0.35% hits; S1P4-expressing cell line, agonist reporter assay; AID 1509, 2009; activation, % at 4.98 µM; in the data active = activation above about 11%;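 also: 0% = DMSO vehicle and 100% = reference agonist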
NPY-Y2 PAM-ag – NPY-Y2 potentiators or agonists, primary screen, cell-based | Neuropeptide Y receptor type 2 (Homo sapiens), P49146 | cells expressing NPY-Y2, potentiator/agonist read-out | activation, % at 3.6 µM | 220,000 compounds, 0.45% hits; in the data active = activation above about 27%;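 also: cells stimulated with NPY near EC25 plus isoproterenol at EC100; 0% = vehicle plus submaximal agonist and 100% = vehicle plus saturating agonist; some results beyond the cut were filed as inactive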
Target sequence (P49146 whole entry, looked up): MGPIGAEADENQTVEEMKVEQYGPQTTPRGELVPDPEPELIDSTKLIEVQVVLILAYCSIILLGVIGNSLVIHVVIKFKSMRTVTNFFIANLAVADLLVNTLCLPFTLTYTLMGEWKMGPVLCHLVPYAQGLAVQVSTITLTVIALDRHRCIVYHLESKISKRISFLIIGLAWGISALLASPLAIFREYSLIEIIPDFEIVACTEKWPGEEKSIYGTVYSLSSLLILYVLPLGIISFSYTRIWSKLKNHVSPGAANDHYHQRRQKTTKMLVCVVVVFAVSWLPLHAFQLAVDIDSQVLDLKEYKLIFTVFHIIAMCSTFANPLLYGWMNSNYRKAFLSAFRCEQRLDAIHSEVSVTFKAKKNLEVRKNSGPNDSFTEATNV
EP2 mod – EP2 receptor modulators, cAMP readout, primary screen, cell-based, HTRF cAMP, PGE2 stimulation; Prostaglandin E2 receptor EP2 subtype (Homo sapiens), P43116; EP2-expressing cells, cAMP HTRF FRET, PGE2 co-stimulation; induction, % at 25 µM; 260,000 compounds, 0.83% hits;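 active = compounds whose cAMP rise, as percent of the full-agonist control response, exceeds 60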;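 also: rat C6 glioma line stably carrying human EP2 under a CMV promoter; the protocol text gives 20 µM as final concentration; 100% = response of wells given 1 µM PGE2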
* hit, by the source's call; . = not tested or not shown; & = joins results of further samples; [ ] = dose if it differs, or a comment.

SMILES	eIF4E 4G PPI	S1P4 antagonist	NPY Y1 blocker	NPY-Y1 PAM-ag	PGE2 EP2 inh	p97 inhibitor	S1P4 agonist	NPY-Y2 PAM-ag	EP2 mod
COc1ccc(OC)c(-n2c(C)ccc2-c2ccc(S(C)(=O)=O)cc2)c1	-2[fluorescence artefact?]	-4	-2	9	13	-3	-0.5	17	54
C=CCOc1ccc2ccccc2c1CNc1ncn[nH]1	-14	-11	-2	-9	4	-1	0.8	-1	8
Cc1cccc(NC(=O)Cn2cnc3ccccc3c2=O)c1C	3	5	0	5	10	2	-0.4	3	-12
Cc1cc2oc(=O)cc(CN3CCCCC3)c2cc1C(C)C	5	6	8	-9	6	-2	0.6	-6	45
CC1=NN(c2ccccc2)C(=O)C1c1ccccc1 (stereo unspecified)	4	-16	12	-14	1	-2	-0.7	10	-11
CCOc1ccccc1NC(=O)CSc1nnc(Cc2cccn2C)n1-c1ccc(F)cc1	2	1	3	-5	8	5	1.7	-10	-9
CCOP(=O)(O)c1ccccc1OCCCCCOc1ccccc1P(=O)(O)OCC	1	12	9	7	5	0	0.1	4	13
COC(=O)c1c(NC(=O)CCC(=O)O)sc2c1CCCCC2	-2	-13	2	-14	8	3	-0.1	-26	-1
CCOc1ccc(C(=O)NC2CCN(C(=O)NCc3ccccc3)CC2)cc1	3[fluorescence artefact?]	5	5	-6	3	8	1.0	-26	-3
Cc1cc(Br)ccc1SCC(=O)OCC(=O)Nc1ncc(C(F)(F)F)cc1Cl	-5	3	-1	-3	9	1	0.2	0	14
COc1ccccc1CN=C1NC(=O)C(CC(=O)Nc2ccc(C(C)=O)cc2)S1 (stereo unspecified)	-8	-9	.	14	9	3	0.8	26	-46
CC(C)(C)N(NC(=O)Nc1ccc(Cl)cc1)C(=O)c1ccccc1	-1	-5	2	-8	19	2	-0.4	2	4
O=C(CSc1cccc[n+]1[O-])CSc1cccc[n+]1[O-]	-8	-12	-2	4	5	-2	2.2	-10	9
CC(=O)OCCCNc1cc(Sc2ccc(C)cc2)c2nonc2c1[N+](=O)[O-]	2	-16	0	1	5	4	-0.4	10	6
N#CCC(=O)N/N=C/c1cc([N+](=O)[O-])ccc1N1CCCC1	-1	4	1	13	8	11	-3.1	10	-18
Cc1cc(N=NC(=O)c2ccccc2O)c2ccccc2c1O	-3	-7	4	12	8	8	0.2	22	-67
COc1ccc(S(=O)(=O)N(C)CC(=O)Nc2ccccc2SC)cc1	-6	-3	1	12	12	0	-0.6	8	-21
O=C(CSc1ncc(-c2ccccc2)[nH]1)Nc1ccccc1	4	-19	11	1	8	1	-0.3	-9	-34
O=C(/C=C/c1cccc([N+](=O)[O-])c1)Nc1cccc(NC(=O)c2ccco2)c1	-2[fluorescence artefact?]	-4	-1	7	16	8	2.2	-13	-10
CC(NC(=O)CCCCCCN1C(=O)c2ccccc2C1=O)c1ccc2c(c1)CCCC2 (stereo unspecified)	17	-15	17	-27	0	1	-0.5	-8	-22
CCNC(=O)C(=O)N/N=C/c1cc([N+](=O)[O-])ccc1O	0	4	0	10	10	2	-1.4	-15	-34
Cc1cc([N+](=O)[O-])cc(/C=N/n2c(C)nc3ccccc3c2=O)c1O	3	-14	.	11	11	7	1.8	2	-9
Cc1c(Cl)cccc1NC(=S)N1CCCN(Cc2ccc(F)cc2)C1	-1	-3	5	15	18	3	-0.2	2	-51
Cc1cc(C)c2nc(NC(=O)c3ccc(OCC4CCCO4)cc3)sc2c1 (stereo unspecified)	-1	-13	6	-8	9	0	0.5	-1	-30
CC1Cc2nc(SCC(=O)N3CCN(c4ccccc4)CC3)n(CCc3ccccc3)c(=O)c2S1 (stereo unspecified)	-4	-12	14	11	11	4	4.1	2	-22
COc1ccc(CCNc2cc(-c3ccccc3)nc3ncnn23)cc1	-6	-6	9	1	.	-5	1.3	-1	-59
CCOC(=O)C1CCCN(Cc2ccccc2OCC)C1 (stereo unspecified)	-17	5	0	-1	2	4	0.1	-10	48
O=C(COC(=O)c1ccc(Br)o1)Nc1ccc(S(=O)(=O)N2CCCC2)cc1	1	6	0	17	5	3	-0.8	3	2
CC(C)O/C(=N\S(=O)(=O)c1ccc(Cl)cc1)c1ccccc1	2	-3	3	3	6	8	1.9	11	39
O=C(C[n+]1cc(-c2ccccc2)n2c1CCCCC2)c1ccc(Br)cc1	7	-5	42*	-9	3	7	-2.0	-9	-15
Cc1[nH]c2ccccc2c1C(=O)CN1CCCCC1CCO (stereo unspecified)	3	-3	-4	-15	7	-4	-1.1	-4	20
COc1ccc(-c2coc3cc(OC)cc(O)c3c2=O)cc1	0[fluorescence artefact?]	-4	2	18	.	2	-2.6	4	-14
CCn1cc([N+](=O)[O-])c(C(=O)N2N=C(c3ccc4ccccc4c3)CC2c2cc(Br)ccc2O)n1 (stereo unspecified)	-1	-31	0	28	12	-3	2.2	19	4
Cn1nnnc1SCC(=O)Nc1ccccc1Cl	2[fluorescence artefact?]	-10	2	-18	13	6	-3.4	4	24
CCN(CC)CCN1C(=O)c2ccccc2NC1c1ccc(N(C)C)cc1 (stereo unspecified)	3	-3	-4	-2	12	-1	-0.3	1	-5
COc1ccc(C(=O)NCC(c2cccnc2)N2CCN(c3ccccc3)CC2)cc1OC (stereo unspecified)	-4[fluorescence artefact?]	-6	0	8	10	1	0.6	-5	-7
COc1ccc(Cc2c(O)nc(SCC(=O)N3CCOCC3)[nH]c2=O)cc1	2	-13	.	8	5	7	1.0	-2	2
CCCC1=NN(c2ccc([N+](=O)[O-])cc2)C(=O)/C1=C\N(C)C	-1	-16	5	-10	5	-5	0.3	6	4
N#CCCn1ncn(-c2ccccc2)c1=S	2	-11	-6	14	5	1	-2.6	5	2
c1ccc(-c2nnc(CN3CCC4(CC3)OCCO4)o2)cc1	2	6	-2	-11	16	2	1.1	10	20
COc1ccccc1C(=O)NCCCNc1ccc([N+](=O)[O-])cc1	13[fluorescence artefact?]	-25	1	12	4	1	-0.2	-10	-88
COC(=O)C(NC(=O)c1c(C)nn(C)c1Cl)c1ccccc1 (stereo unspecified)	8	-5	0	8	7	7	-0.9	-4	32
c1ccc(-c2csc3ncnc(N4CCc5ccccc5C4)c23)cc1	2[fluorescence artefact?]	9	6	-7	6	1	0.4	-17	72*
NC(=O)c1ccccc1N=Cc1ccccn1	-1	-11	-1	-29	6	0	1.0	-6	17
O=C1c2nc3ccccn3c2C(=O)N1Cc1ccccc1	-18[fluorescence artefact?]	2	10	-21	2	-2	-0.4	-16	-1
NC(=O)c1ccccc1NC(=O)/C=C/c1ccc(Cl)cc1	-1	8	4	0	8	-7	-0.9	-3	-9
CCNC(=O)NC(=O)CSc1ccccc1F	-2	4	-1	-1	7	-4	0.0	-14	18
Cc1noc(C)c1COC(=O)c1ccccc1NC(=O)Cc1ccccc1	0	16	4	-10	4	-5	0.1	-19	14
Cc1cccc(C)c1NC(=O)CSc1nnc(NC(=O)c2ccccc2C(=O)O)s1	5	-28	.	6	7	4	0.3	-6	42
O=C(NCc1cccs1)c1ccc(CS(=O)(=O)c2ccc(Cl)cc2)o1	6	2	-4	1	10	-2	-1.2	-7	-32
COc1cc(CC(=O)Nc2ccc3nc(SC)sc3c2)cc(OC)c1OC	-7	-17	.	10	5	3	1.2	16	2
COC(=O)C/C=C/[C@@H](C)[C@@H](/C=N/OC[C@H]1O[C@H](c2ccccc2)C=C[C@@H]1Oc1ccc(OC)cc1)OC	-1	9	25*	-39	.	-4	0.9	2	35
COc1cc2c(cc1NC(=S)NC(=O)/C=C/c1ccc(OC)c(OC)c1)oc1ccccc12	17	-19	6	5	4	8	-0.5	2	-8
CCCCCC1CC(=O)C=C(C)C1C(=O)OC (stereo unspecified)	-5	-4	.	19	10	6	0.3	3	-7
O=C(Nc1nnc(-c2ccc3c(c2)CCCC3)o1)C1COc2ccccc2O1 (stereo unspecified)	5	-1	8	-44	9	1	-4.1	-32	19
N#Cc1cc([N+](=O)[O-])cnc1N(CCO)CCO	0	-4	0	13	8	5	0.5	4	17
Cn1ccnc1Sc1cc(Cl)ccc1[N+](=O)[O-]	0	-11	-4	-3	9	-2	-4.1	-9	7
CN1CCN(S(=O)(=O)c2cnccc2N2CCN(c3cccc(Cl)c3)CC2)CC1	3	-23	1	4	29	-1	0.4	6	-79
COc1ccc(N2CCN(S(=O)(=O)c3cccs3)CC2)cc1	12	-10	1	16	10	11	1.2	-4	-23
COc1ccccc1CN1C(=O)CN(C2CCCC2)C(=O)C1c1ccc(F)cc1 (stereo unspecified)	-4	4	-3	-8	5	-2	-1.2	2	16

Records listed above shown as hits in EP2 mod.
SMILES	eIF4E 4G PPI	S1P4 antagonist	NPY Y1 blocker	NPY-Y1 PAM-ag	p97 inhibitor	S1P4 agonist	NPY-Y2 PAM-ag	EP2 mod
c1ccc(-c2csc3ncnc(N4CCc5ccccc5C4)c23)cc1	2[fluorescence artefact?]	9	6	-7	1	0.4	-17	72*

The listing picks up, starting two compounds before the break.
SMILES	eIF4E 4G PPI	S1P4 antagonist	NPY Y1 blocker	NPY-Y1 PAM-ag	PGE2 EP2 inh	p97 inhibitor	S1P4 agonist	NPY-Y2 PAM-ag	EP2 mod
COc1ccc(N2CCN(S(=O)(=O)c3cccs3)CC2)cc1	12	-10	1	16	10	11	1.2	-4	-23
COc1ccccc1CN1C(=O)CN(C2CCCC2)C(=O)C1c1ccc(F)cc1 (stereo unspecified)	-4	4	-3	-8	5	-2	-1.2	2	16
COc1ccc(OC)c(-n2cc3c(=O)n(C)c(=O)n(C)c3c2)c1	-9	-12	2	-6	20	1	1.3	-10	12
CCCCOc1ccc(N2C(=O)CC(N(CCc3ccccc3)C(=O)/C=C/C(=O)O)C2=O)cc1 (stereo unspecified)	6	-11	1	-25	9	2	1.4	10	34
CCOC(=O)Cc1csc(NC(=O)COc2ccc(C)cc2)n1	4	8	7	3	7	0	-2.5	3	24
CCC(=O)N1CCc2cc(OC)c(OC)cc2C1COc1ccc(OC)cc1 (stereo unspecified)	0	-8	2	-4	4	7	2.0	-6	28
CC(=O)Nc1ccc(SCC(=O)Nc2sccc2C#N)cc1	-3	-39	3	-3	4	-2	3.4	-3	-7
N#Cc1nc(-c2ccc(Cl)cc2)oc1N1CCCCC1	.	-12	3	-9	11	-4	1.3	-7	39
CN1CCN(S(=O)(=O)c2ccc(NC(=O)c3ccc(Br)s3)cc2)CC1	-9[fluorescence artefact?]	-3	-2	22	6	2	0.3	18	-17
CCOc1ccc(C(=O)/C=C/c2ccccc2C(F)(F)F)cc1	-2	-10	7	-4	7	1	1.0	-24	49
Clc1cccc(OCCN2CCNCC2)c1	2	-8	2	2	11	1	1.3	-5	5
CCCc1nc2c(C)cc(-c3nc4ccccc4n3C)cc2n1Cc1ccc(-c2ccccc2C(=O)O)cc1	1	-2	-4	-6	14&12	0	0.4	16	-2
CCc1c(C)sc2nc(C(C)C)nc(SCC(=O)N3CCc4ccccc4C3)c12	-12	1	1	2	21	-1	-2.2	-7	15

An excerpt, so the mix of outcomes need not match the whole.
